S1P4 antagonist: antagonists of human S1P4 receptor. O95977. S1P4-expressing cells, antagonist mode, reporter read-out. inhibition, % at 4.98 µM. 220,000 tested, 0.26% active. AID 1510; in the data active means inhibition above about 29%;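 further: 0% = wells stimulated with agonist and 100% = vehicle wells without agonist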
RBBP9 inhibitor: blocks human serine hydrolase RBBP9 | AID 1515 | inhibition, % at 7.94 µM | recombinant RBBP9, FP-Rh probe fluorescence polarization | 220,000 tested, 0.2% active | O75884;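 active means inhibition above the campaign mean of all tested compounds plus 3 SD, cut at about 14% in these data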;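 further: plate controls were DMSO wells with RBBP9 for no effect and wells lacking RBBP9 protein for full effect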
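Measured by – fluorescence polarization · Test system – RBBP9 protein · Input – 2.5 µM RBBP9 dispensing solution, before mixing · Measure – percent inhibition from mP, scaled between DMSO and no-protein wells · Benchmarks – DMSO-treated enzyme wells and wells lacking RBBP9 · Times – preincubation 30 min plus labeling 45 min at 25 °C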
NPY-Y2 PAM-ag: potentiates or activates human NPY-Y2 receptor. activation, % at 3.6 µM. AID 1359. cells expressing NPY-Y2, potentiator/agonist read-out. P49146. 220,000 tested, 0.45% active; in the data active means activation above about 27%;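 further: cells stimulated with NPY near EC25 plus isoproterenol at EC100; 0% = vehicle plus submaximal agonist and 100% = vehicle plus saturating agonist; some results beyond the cut were filed as inactive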
Target sequence (P49146 whole entry, looked up): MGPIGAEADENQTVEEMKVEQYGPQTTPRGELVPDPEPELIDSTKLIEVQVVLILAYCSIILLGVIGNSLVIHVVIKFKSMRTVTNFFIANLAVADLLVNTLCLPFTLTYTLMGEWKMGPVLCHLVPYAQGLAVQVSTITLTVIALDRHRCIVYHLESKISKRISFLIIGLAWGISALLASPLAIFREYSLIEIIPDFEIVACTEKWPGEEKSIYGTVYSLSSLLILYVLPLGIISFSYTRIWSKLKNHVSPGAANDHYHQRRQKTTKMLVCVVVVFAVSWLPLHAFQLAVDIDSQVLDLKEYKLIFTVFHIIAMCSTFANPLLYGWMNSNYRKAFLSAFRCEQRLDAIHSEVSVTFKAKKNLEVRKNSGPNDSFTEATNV
S1P4 agonist: human S1P4 receptor agonism. O95977. S1P4-expressing cell line, agonist reporter assay. activation, % at 4.98 µM. 220,000 tested, 0.35% active; in the data active means activation above about 11%;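 further: 0% = DMSO vehicle and 100% = reference agonist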
Ba/F3 V617F tox: reduce viability of Ba/F3 cells dependent on JAK2V617F; Ba/F3 EpoR-JAK2V617F viability, ATP luminescence; 220,000 tested, 1.1% active; inhibition, % at 5.6 µM;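 active means inhibition above the campaign mean plus 3 SD over all tested compounds, cut at about 24% in these data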;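 further: cytokine-independent growth of Ba/F3 cells driven by EpoR plus mutant JAK2; 0% = DMSO-treated cells and 100% = JAK inhibitor I control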
Runt-CBFb FRET: blocks binding of human RUNX1 Runt domain to CBFb; inhibition, % at 20 µM; Cerulean-Runt/Venus-CBFb FRET ratio 530/480, 1 h; Q01196+Q13951; 220,000 tested, 0.46% active;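 active means inhibition over about 50% at 20 µM in the single-dose screen, limit read from the data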;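 further: 0% = DMSO wells and 100% = excess unlabeled CBFb competitor control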
Target sequence (Q01196 whole entry, looked up, the tested form may be a part): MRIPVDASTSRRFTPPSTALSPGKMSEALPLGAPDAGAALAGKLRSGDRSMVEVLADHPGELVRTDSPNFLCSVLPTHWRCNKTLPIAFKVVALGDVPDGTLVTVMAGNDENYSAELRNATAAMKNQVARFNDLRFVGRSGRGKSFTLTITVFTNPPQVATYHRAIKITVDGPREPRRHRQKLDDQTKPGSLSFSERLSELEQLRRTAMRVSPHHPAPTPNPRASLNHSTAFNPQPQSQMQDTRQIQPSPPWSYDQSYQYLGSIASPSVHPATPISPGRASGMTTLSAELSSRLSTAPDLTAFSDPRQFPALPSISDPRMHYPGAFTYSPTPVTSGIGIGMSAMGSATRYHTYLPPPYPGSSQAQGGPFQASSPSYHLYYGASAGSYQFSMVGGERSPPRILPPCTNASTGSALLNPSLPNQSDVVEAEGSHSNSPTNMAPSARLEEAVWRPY
Target sequence (Q13951 whole entry, looked up, the tested form may be a part): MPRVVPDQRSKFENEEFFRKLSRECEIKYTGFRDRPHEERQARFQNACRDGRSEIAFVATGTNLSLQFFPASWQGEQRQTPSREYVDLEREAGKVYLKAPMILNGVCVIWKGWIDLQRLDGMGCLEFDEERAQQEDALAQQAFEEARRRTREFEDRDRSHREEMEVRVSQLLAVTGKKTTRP
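Measured by: fluorescence energy transfer, 422 nm excitation, 530/480 nm emission; Assay system: Cerulean-Runt domain; Medium: Tris pH 7.5 buffer with BSA; Measure: loss of energy transfer signal; Controls: 5 µM unlabeled CBFb as full-inhibition high control; Incubation: protein complex preformed 1 h, compound exposure 1 h, room temperature, dark.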
NPY1 pot ag: potentiates or activates human NPY-Y1 receptor | activation, % at 3.6 µM | P25929 | NPY-Y1 expressing cells, potentiator/agonist activation | 220,000 tested, 0.37% active; in the data active means activation above about 33%, passing the limit was not always enough;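 further: cells stimulated with NPY at EC10 then isoproterenol at EC100; 0% = low agonist plus stimulus and 100% = saturating agonist plus stimulus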
NPY-Y1 antag: antagonists of human neuropeptide Y receptor Y1; P25929; HEK293-CNG Y1 cells, membrane potential fluorescence; NPY at EC95, then isoproterenol; inhibition, % at 3.6 µM; 200,000 tested, 1% active;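 active means inhibition above the campaign mean inhibition of all tested compounds plus 3 SD, cut at about 20% in these data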;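 further: 0% = DMSO wells given NPY plus isoproterenol and 100% = isoproterenol alone without NPY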
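Material: HEK293 cells with Y1 receptor plus CNG channel; times: compound incubation 1 h at room temperature, readout 45 min post-stimulation; signal: fluorescence, membrane potential probe; read-out basis: fluorescence ratio normalized to % inhibition between controls; benchmarks: full-block control isoproterenol-only wells, zero-block control NPY plus isoproterenol wells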
BaF3 tox: reduces parental Ba/F3 cell viability, JAK2V617F counter-screen. AID 1486. 220,000 tested, 1.1% active. CellTiter-Glo ATP luminescence. inhibition, % at 5.6 µM;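 active means inhibition above a per-campaign cutoff, the mean inhibition of all tested compounds plus 3 SD, cut at about 27% in these data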;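 further: 0% = DMSO wells and 100% = JAK Inhibitor I control wells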
* = called active by the depositor; . = not tested or not shown.

SMILES	S1P4 antagonist	RBBP9 inhibitor	NPY-Y2 PAM-ag	S1P4 agonist	Ba/F3 V617F tox	Runt-CBFb FRET	NPY1 pot ag	NPY-Y1 antag	BaF3 tox
CC1=NN(C(=O)c2c(Br)c(C)nn2C)C(O)(C(F)(F)F)C1 (configuration not stated)	9	-4	0	0.9	0	-2	8	0	5
O=C(NCCN1C(=O)S/C(=C\c2ccc(Cl)c(Cl)c2)C1=O)C1COc2ccccc2O1 (configuration not stated)	3	-4	4	5.1	-2	-5	6	6	0
NC(N)=NC(N)=Nc1ccc2ccccc2c1	1	-2	-3	1.4	15	-1	8	-3	2
CC1CCN(C(=O)c2cc(-c3ccccc3O)on2)CC1	-9	0	-4	2.2	-4	2	8	2	2
O=C(c1cnn2c(C(F)F)cc(-c3ccccc3)nc12)N1CCCCC1c1cccnc1 (configuration not stated)	7	-5	-7	2.6	3	-1	-17	.	1
Oc1ccccc1N1CCN(c2ncccn2)CC1	6	-3	17	-1.3	-4	2	6	-2	-2
Cc1cc(=O)[nH]c(N2CCc3ccccc3C2)n1	5	-9	14	0.0	-2	1	24	4	1
CCn1c2ccccc2c2cc(NC(=O)CSc3nnc(-c4cccc(C)c4)o3)ccc21	-15	-5	-2	1.6	-3	1	3	-1	1
NNC(=O)c1[nH]c2ccc(Br)cc2c1-c1ccccc1	-2	-9	-1	-0.9	-2	2	24	.	3
CCCCC1CCCC12NC(=O)NC2=O (configuration not stated)	-24	1	6	-1.5	5	-1	-6	.	0
C/C=N\NC(=O)COc1cc(C)ccc1C	-28	-8	-5	2.1	3	-2	8	1	7
O=C1Nc2cc(Cl)c(Cl)cc2N(O)N1c1ccc(Cl)c(Cl)c1	-12	-5	-13	-0.1	-1	2	1	1	0
O=C(Nc1ccc(N2CCCCC2)cc1)c1ccccc1	1	-7	18	-3.5	2	-1	-8	-5	2
CCOC(=O)c1ccc(N/C=C/C(=O)C(C)(C)C)cc1	-10	-9	-6	0.6	2	2	-6	5	5
O=C(c1ccc2c(c1)OCO2)N(Cc1ccco1)C1(C(=O)NC2CCCCC2)CCCCC1	11	-13	-7	0.3	3	3	-44	51*	8
CCC(C)N(CCNC(=O)CC1Oc2ccccc2NC1=O)C1CCCCC1 (configuration not stated)	9	-6	-5	-5.3	4	3	-4	5	8
O=C(/C=C/c1ccc(F)cc1)c1ccc(N2CCOCC2)cc1	2	0	1	0.1	-2	-4	-3	.	0
CC1CCCCN1C(=O)c1ccc(COc2ccc([N+](=O)[O-])cc2)o1 (configuration not stated)	-14	-5	-6	0.6	2	0	11	4	1
CCOC(=O)C1(CC2CC2)CCN(Cc2cn[nH]c2-c2ccccc2)CC1	-4	-3	-10	1.4	0	-1	2	17	7
COc1ccc(OC)c(NC(=O)C23CC4CC(C2)CC(n2cnc(Br)n2)(C4)C3)c1	1	8	4	0.1	3	1	-8	8	6
CCCN1CCC(NC(=O)Nc2cccc3ccccc23)CC1	-8	-5	16	-0.3	-2	0	10	.	-3
CC(=O)NS(=O)(=O)c1ccc(NC(=O)c2cc(-c3ccc(C)cc3)nc3ccccc23)cc1	-5	-15	-3	1.6	3	-1	-13	7	8
O=C(NC(=S)NCCN1CCOCC1)c1ccc(F)cc1	-2	-5	14	1.4	-3	-1	1	-6	4
CCOC(=O)c1ccc(NC(=O)CC2OCCN(CC)C2=O)cc1 (configuration not stated)	-4	1	-11	0.4	-1	4	3	-1	3
CN(C(=O)CC1C(=O)NCCN1CC(c1ccccc1)c1ccccc1)C(C1CC1)C1CC1 (configuration not stated)	7	-2	-4	-1.2	1	-3	33	.	0
CCc1cc(=O)n2c([nH]c3ccccc32)c1C#N	-10	6	-7	1.3	-3	7	-16	4	4
CCc1nc2ccccc2c(C(=O)OCC(=O)C(C)(C)C)c1C	-22	-9	-18	-1.2	3	-4	-36	20	6
O=C(c1cc(COc2c(F)cccc2F)on1)N1CCc2ccccc2C1	-6	-10	-23	1.8	-1	.	-29	11	3
COc1ccc(NC(=O)Nc2ccccc2C(N)=O)cc1	3	-7	0	0.5	4	-3	-8	4	1
CCc1nc(N2CCCC2C(=O)O)c2oc3ccccc3c2n1 (configuration not stated)	-16	-8	1	0.0	0	-2	0	4	4
CCS(=O)c1ccccc1C(=O)O (configuration not stated)	-12	-4	-9	-0.6	0	0	-4	-1	-4
Nc1ccc(Sc2nnnn2-c2ccccc2)c(Cl)c1	-7	-2	8	0.6	-1	-1	-3	1	4
NC(=O)C1(N2CCCCC2)CCN(C(=O)CSc2nc3ccccc3o2)CC1	4	0	-9	-0.2	-4	.	-11	-2	1
Cc1nc2ccccc2nc(C)c1=NOCc1cccc(Cl)c1	10	0	7	-0.9	-2	-3	8	5	-1
COc1cc(/C=C\C(=O)NCc2ccc3[nH]c(C)cc3c2)cc(OC)c1OC	10	-6	9	-0.4	-1	-1	-15	-4	3
O=C(Cc1cccc2ccccc12)Nc1cccnc1	18	0	-16	1.2	7	-2	-15	-1	9
O=C(NCCc1ccccc1)C1CCN(S(=O)(=O)c2cccc3nsnc23)CC1	-29	-3	-1	1.7	-2	0	-13	1	1
COc1cccc(CNC(=O)CC2Sc3ccccc3NC2=O)c1 (configuration not stated)	-9	-5	-2	-1.8	1	1	-6	-3	59*
CCCN(CCC)S(=O)(=O)c1ccc(C(=O)NNc2nc(-c3ccccc3)c3cc(Br)ccc3n2)cc1	-6	5	-3	1.2	2	2	-1	0	4
COC(=O)c1cccc(S(=O)(=O)N(Cc2ccco2)Cc2cc3cc(OC)ccc3[nH]c2=O)c1	-11	-4	-10	-3.2	-2	8	-57	3	3
Cc1ccc(N2C(=O)C3C(C2=O)N2C(c4cccs4)C4C(=O)N(c5ccc(C)cc5)C(=O)C4N2C3c2cccs2)cc1 (configuration not stated)	-4	1	26	-0.9	8	-5	22	-4	2
NS(=O)(=O)c1ccc(NC(=S)NC2CCCCCC2)cc1	1	-13	4	0.4	-2	-5	-1	2	4
CC(=O)Nc1ccc(Oc2ncccn2)c(Cl)c1	-8	3	0	2.0	3	2	-21	0	7
Cc1c(/C(O)=C2/C(=O)C(=O)N(CCN3CCOCC3)C2c2cccs2)cnn1-c1ccccc1 (configuration not stated)	-24	7	10	1.2	-3	1	-24	1	4
COCC(=O)Nc1ccc(F)cc1	-4	-8	-4	0.6	0	1	-17	3	1
O=C(Nc1ccncc1)c1ccc2c(c1)C(=O)N(C1CCCCC1)C2=O	-16	-3	1	-0.2	2	-8	45*	-1	8
COc1ccc(CN(Cc2cc3cccc(C)c3[nH]c2=O)C(=O)N(C)C)cc1	-58	4	5	-1.4	-3	2	4	1	1
COc1cccc(CC(=O)Nc2nc(-c3cc(OC)ccc3OC)cs2)c1	-11	-15	-34	1.7	4	0	-37	5	7
CN1CCN(CC(O)COc2ccc(C34CC5CC(CC(C5)C3)C4)cc2)CC1 (configuration not stated)	-12	-5	-20	-0.7	1	0	-32	9	5
CC(=O)Nc1ccc(S(=O)(=O)N2CCN(CC(=O)N3CCOCC3)CC2)cc1	-21	14	-3	0.7	-1	2	10	.	-1

Exported with each value named: entries from further up
> NC(N)=NC(N)=Nc1ccc2ccccc2c1
  S1P4 antagonist = 1
  RBBP9 inhibitor = -2
  NPY-Y2 PAM-ag = -3
  S1P4 agonist = 1.4
  Ba/F3 V617F tox = 15
  Runt-CBFb FRET = -1
  NPY1 pot ag = 8
  NPY-Y1 antag = -3
  BaF3 tox = 2

> CCCN1CCC(NC(=O)Nc2cccc3ccccc23)CC1
  S1P4 antagonist = -8
  RBBP9 inhibitor = -5
  NPY-Y2 PAM-ag = 16
  S1P4 agonist = -0.3
  Ba/F3 V617F tox = -2
  Runt-CBFb FRET = 0
  NPY1 pot ag = 10
  NPY-Y1 antag = .
  BaF3 tox = -3

> CN1CCN(CC(O)COc2ccc(C34CC5CC(CC(C5)C3)C4)cc2)CC1 (configuration not stated)
  S1P4 antagonist = -12
  RBBP9 inhibitor = -5
  NPY-Y2 PAM-ag = -20
  S1P4 agonist = -0.7
  Ba/F3 V617F tox = 1
  Runt-CBFb FRET = 0
  NPY1 pot ag = -32
  NPY-Y1 antag = 9
  BaF3 tox = 5

More results follow:
SMILES	S1P4 antagonist	RBBP9 inhibitor	NPY-Y2 PAM-ag	S1P4 agonist	Ba/F3 V617F tox	Runt-CBFb FRET	NPY1 pot ag	NPY-Y1 antag	BaF3 tox
O=C(Nc1ncccc1O)c1c(O)c2ccccc2[nH]c1=O	-9	-4	-21	1.0	-2	0	-4	.	-2
O=C(Nc1cccc(C(F)(F)F)c1)N(Cc1ccc(Cl)cc1)CC(O)C(F)(F)F (configuration not stated)	-3	-12	10	0.4	-4	1	42	-3	1
Cn1c(=O)n(Cc2ccc(Br)cc2)c2ccccc21	1	-10	-23	-0.8	5	-2	-9	3	8
Cn1cnnc1SCC(=O)Nc1cccc(C(=O)O)c1	4	-4	-5	0.2	-3	0	-13	0	4
CCOC(=O)c1cc2c(=O)[nH]c(C(Cl)(Cl)Cl)nc2o1	-13	0	-10	-1.6	1	5	6	5	7
O=S(=O)(Nn1cnnc1)c1ccccc1	4	-3	-2	-0.1	-1	0	-2	5	2
O=C(CCCN1C(=O)/C(=C/c2ccccc2Cl)SC1=S)NNC(=O)c1ccccc1Cl	-7	-5	4	0.9	-4	2	-1	4	0
CC1CC(C)CN(CC(=O)NCCc2ccc(S(N)(=O)=O)cc2)C1 (configuration not stated)	-21	0	-7	1.0	4	1	-13	6	8
CCN(CCCNC(=O)C1CCN(S(=O)(=O)CC)CC1)c1ccccc1	0	-3	9	-1.4	-3	2	12	2	4
Cc1ccc(C)c(Nc2c(F)c(F)c(F)c(F)c2C(=O)O)c1	-16	-8	-2	1.2	-1	1	2	4	7
COc1ccccc1-c1cc(C(F)(F)F)nc(S(=O)(=O)CCCC(=O)N2CCCCC2C)n1 (configuration not stated)	21	-4	-15	-0.5	0	-2	-68	25*	2
CC(C)CC(=O)NC(=S)Nc1nc(-c2ccc(Cl)cc2)cs1	-15	-2	9	1.5	3	0	2	4	3
CC1CN(Cc2cc(=O)[nH]c(C(C)C)n2)CC(C)O1 (configuration not stated)	-11	-8	-10	0.3	1	-1	22	0	5
COC(=O)C1CSc2[nH]c(=O)sc2C1c1ccccc1 (configuration not stated)	-19	0	0	-2.2	0	5	7	4	2
COc1ccc(C(=O)CSc2nnc3ccccn23)cc1OC	-7	-3	0	-0.7	-4	.	18	-4	1
CC(C)CC(=O)Nc1ccc(C(=O)Nc2cccc(O)c2)cc1	-21	3	-1	1.3	-2	0	-22	-4	0
O=C(Cn1cc2c(n1)CCCCC2)N1CCCCC1	1	-10	13	0.0	1	2	-7	3	3
Cc1cc(Nc2ccccc2)nc(N2CCOCC2)n1	6	-7	1	1.3	-3	2	8	-6	0
O=[N+]([O-])c1ccc(C[n+]2cc(-c3ccccc3)n3c2CCCCC3)cc1	-14	-2	5	-0.1	-3	0	-6	3	10
CCOCCCNC(=O)Cn1cc2c(n1)CCCCC2	-9	-5	3	3.0	-4	2	16	1	-2
Cc1nc(C2CC(=O)OC23CCCCC3)cs1 (configuration not stated)	-5	-1	-3	0.1	-2	-2	10	-3	0

Hits appear at their usual frequency. Share with any hit: about 3.6%.
